Bioassay records: PubChem, several laboratories
TbMetRS inhib = T. brucei MetRS inhibitors, primary screen, biochemical, luminescence. methionyl-tRNA synthetase (Trypanosoma brucei brucei). purified T. brucei MetRS, ATP depletion, Kinase-Glo luminescence. inhibition, % at 11.9 µM. hit rate 0.4% among 360,000. AID 624268, 2012;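 active = inhibition above a per-plate cutoff of the control wells' mean inhibition plus 3 SD, cut at about 5.5% in these data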;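 note: 0% = DMSO wells median and 100% = median of wells with control inhibitor compound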
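technique = Kinase-Glo luminescence, ATP depletion format | system = purified MetRS (methionyl-tRNA synthetase) enzyme from Trypanosoma brucei | timing = 15 min preincubation, 2 h reaction, all 25 °C | evaluation = percent inhibition versus plate control medians | dosing = single dose, 11.9 µM final nominal, 0.9% final DMSO | also added = substrates ATP, L-methionine and bulk Escherichia coli tRNA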
CSN inh = inhibitors of CSN-mediated cullin deneddylation, primary screen, biochemical, fluorescence polarization, uHTS; inhibition, % at 12.5 µM; hit rate 0.38% among 360,000; Purified CSN, SCF-Nedd8-OG deneddylation; COP9 signalosome complex subunit 5 (Homo sapiens), Q92905;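 active = pattern-corrected inhibition above about 35%, with an unprinted fluorescence ratio check between 0.5 and 1.5, limit read from the data, passing the limit was not always enough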;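 note: 0% = enzyme with substrate and 100% = substrate without enzyme; some results filed as inactive read as strong as hits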
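Assay system: Purified human Csn5 enzyme expressed in HEK293T cells | Amount: Enzyme 0.24 nM | Measured by: Fluorescence polarization readout | Medium: Tris/NaCl/DTT buffer, pH 7.5 | Compound dosing: One concentration, 12.5 µM, 0.25% DMSO | Times: 90 min incubation of compound, enzyme and substrate at room temperature | Control set: no-enzyme wells high, enzyme-with-substrate wells low | Read-out: % inhibition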
LMPTP block = LMPTP phosphatase inhibitors, primary screen, biochemical, fluorescence intensity, uHTS; Low molecular weight phosphotyrosine protein phosphatase (Homo sapiens), P24666; recombinant LMPTP-A, OMFP fluorogenic substrate; inhibition, % at 20 µM; hit rate 0.22% among 360,000; AID 651560, 2012;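 active = compounds that cut the enzyme signal by at least half of the control window in the single-dose screen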;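 note: plate controls were DMSO wells with enzyme plus substrate for no effect and substrate without enzyme for full effect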
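Assay system: LMPTP-A enzyme. Input: 0.625 nM LMPTP-A final. Probe or stimulus: 400 µM OMFP. Compound dosing: single 20 µM dose. Schedule: 50 min dark incubation at room temperature. Detection: fluorescence intensity of OMFP turnover product. Read-out: percent inhibition versus substrate-only and uninhibited controls. Benchmarks: no-enzyme low control, uninhibited high control.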
NadD block = inhibitors of S. aureus NadD, primary screen, biochemical, colorimetric, uHTS; inhibition, % at 20 µM; Nicotinate-nucleotide adenylyltransferase NadD (Staphylococcus aureus N315); hit rate 0.78% among 360,000; purified NadD enzyme, colorimetric absorbance read-out; AID 602399, 2012; in the data active = inhibition above about 26%; note: some compounds past the cut are filed as inactive
Rpn11 inh = Rpn11 (PSMD14) deubiquitinase inhibitors, primary screen, biochemical, fluorescence polarization, uHTS; 26S proteasome non-ATPase regulatory subunit 14 (Homo sapiens), O00487; human 26S proteasome, Ub4-pepOG fluorescence polarization; 20S core pre-blocked with epoxomicin; calls only at 20 µM; hit rate 0.59% among 360,000; AID 588493, 2011;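 active = inhibition at 20 µM, scaled to each plate's controls, above about 33%, limit read from the data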
SUMO1-SIM PPI = modulators of SUMO1 protein-protein interactions, primary screen, biochemical, uHTS | Small ubiquitin-related modifier 1 (Homo sapiens), P63165 | SUMO1 binding to a labelled peptide, TR-FRET, 1 h | inhibition, % at 20 µM | hit rate 0.33% among 360,000; in the data active = inhibition above about 37%
STEP inh = STEP phosphatase inhibitors, primary screen, biochemical, fluorescence intensity, uHTS; hit rate 0.25% among 360,000; recombinant STEP, OMFP fluorogenic substrate; inhibition, % at 20 µM;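 active = inhibition at 20 µM, scaled per plate between control wells, above about 37%, limit read from the data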;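 note: 0% = DMSO with enzyme and substrate and 100% = substrate only without enzyme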
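Measure: Control-normalized % inhibition with plate pattern correction | Test system: STEP phosphatase, cell-free reaction | Medium: pH 6.0 Bis-Tris with DTT and Tween 20 | Technique: Fluorescence, 480/540 nm | Times: Reaction 20 min, ambient temperature | Doses: Single compound dose of 20 µM, 1% DMSO final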
Scp1 inh = Scp-1 phosphatase inhibitors, primary screen, biochemical, colorimetric, uHTS; Carboxy-terminal domain RNA polymerase II polypeptide A small phosphatase 1 (Homo …; Recombinant Scp1, phosphopeptide, malachite green phosphate absorbance; inhibition, % at 20 µM; hit rate 0.88% among 340,000; AID 493091, 2011;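 active = inhibition above about 50% at 20 µM, limit read from the data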;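 note: plate controls were DMSO wells with enzyme for no effect and wells lacking enzyme for full effect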
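Test system: SCP-1 phosphatase catalytic domain, residues 76-261; measured by: colorimetric phosphate reagent with accelerator and stabiliser, absorbance at 630 nm; timing: enzyme reaction 45 min at room temperature, colour 5 min, stabilisation 30 min; also added: Phosphorylated 17-residue peptide substrate; compound dosing: one concentration, 20 µM, with 1.0% DMSO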
DNMT1 inh = human DNMT1 methyltransferase inhibitors, primary screen, biochemical, molecular beacon, fluorescence, HinP1I cleavage, uHTS; DNA (cytosine-5)-methyltransferase 1 (Homo sapiens), P26358; inhibition (reported as % activation of signal), % at 10 µM; hit rate 0.83% among 360,000; AID 588458, 2011; in the data active = inhibition above about 50%
Target sequence (P26358 504-1616 limits assumed): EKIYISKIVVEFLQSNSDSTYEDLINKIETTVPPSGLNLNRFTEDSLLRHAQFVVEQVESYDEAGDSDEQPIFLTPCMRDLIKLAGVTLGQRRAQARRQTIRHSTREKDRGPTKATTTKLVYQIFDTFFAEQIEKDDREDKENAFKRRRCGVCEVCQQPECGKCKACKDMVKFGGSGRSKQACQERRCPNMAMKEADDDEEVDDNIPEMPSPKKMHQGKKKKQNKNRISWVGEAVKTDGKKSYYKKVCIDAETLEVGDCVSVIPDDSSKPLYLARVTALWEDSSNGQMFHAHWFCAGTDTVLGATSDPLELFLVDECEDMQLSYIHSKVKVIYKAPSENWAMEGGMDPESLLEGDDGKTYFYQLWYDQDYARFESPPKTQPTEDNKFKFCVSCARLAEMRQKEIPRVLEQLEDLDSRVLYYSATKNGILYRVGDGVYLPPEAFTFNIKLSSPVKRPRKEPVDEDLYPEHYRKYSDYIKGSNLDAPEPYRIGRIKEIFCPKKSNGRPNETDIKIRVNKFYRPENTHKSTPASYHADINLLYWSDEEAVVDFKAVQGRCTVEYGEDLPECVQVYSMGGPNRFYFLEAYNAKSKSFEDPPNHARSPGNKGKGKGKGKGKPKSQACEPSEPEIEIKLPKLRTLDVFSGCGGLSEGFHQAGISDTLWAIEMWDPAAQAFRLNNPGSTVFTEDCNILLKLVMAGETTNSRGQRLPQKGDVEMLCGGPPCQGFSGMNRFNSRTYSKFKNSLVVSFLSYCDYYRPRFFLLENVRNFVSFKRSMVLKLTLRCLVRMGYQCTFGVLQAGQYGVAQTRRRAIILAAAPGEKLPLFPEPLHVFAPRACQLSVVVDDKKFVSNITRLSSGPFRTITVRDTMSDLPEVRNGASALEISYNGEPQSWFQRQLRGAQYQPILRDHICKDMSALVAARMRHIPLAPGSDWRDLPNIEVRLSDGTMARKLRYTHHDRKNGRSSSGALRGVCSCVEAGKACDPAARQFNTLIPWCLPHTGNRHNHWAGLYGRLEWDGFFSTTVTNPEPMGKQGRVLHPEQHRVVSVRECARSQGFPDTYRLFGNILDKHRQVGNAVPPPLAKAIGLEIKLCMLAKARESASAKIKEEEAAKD
MsrA inhibitor = bovine MsrA enzyme inhibitors, primary screen, biochemical, absorbance, HTS; purified bovine MsrA, absorbance read-out; inhibition, % at 15.5 µM; hit rate 0.75% among 360,000; in the data active = inhibition above about 4.5%;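 note: 0% = vehicle wells with enzyme and 100% = reference inhibitor wells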
* hit, by the source's call; i = inactive; . = not tested or not shown.

SMILES	TbMetRS inhib	CSN inh	LMPTP block	NadD block	Rpn11 inh	SUMO1-SIM PPI	STEP inh	Scp1 inh	DNMT1 inh	MsrA inhibitor
O=C(CC1C(=O)NCCN1Cc1cccc(F)c1F)NCCCC1CCCC1 (centres undefined)	-0.2	0	-0.7	10	i	-5	1	-6	-4	0.3
Cc1ccc(S(=O)(=O)N2CCOCC2)cc1C(=O)NCCCn1ccnc1	-0.6	-1	-2.6	5	i	7	0	0	0	-0.1
O=c1sc(N2CCN(c3ccccc3F)CC2)nc2ccsc12	-0.6	2	3.4	-5	i	-80	3	-8	-4	-0.2
CCc1ccccc1NC(=O)CNC(=O)c1cc(C2CC2)nc2c1cnn2C(C)C	-0.4	-4	0.3	-6	i	-2	-2	-4	-3	0.4
CCOC(=O)N1CCC(NC(=O)Cn2nc(Cc3ccncc3)c3ccccc3c2=O)CC1	-1.1	2	-0.4	-8	i	2	-6	6	1	1.7
COc1ccc(C2SCC(=O)N2c2nnc(C34CC5CC(CC(C5)C3)C4)s2)cc1 (centres undefined)	1.2	2	3.3	10	i	3	1	-13	8	-0.1
Cn1c(SCc2ccccc2)nnc1C1CCCNC1 (centres undefined)	-0.2	2	-0.8	-1	i	3	0	-3	5	-0.2
CC(=O)c1cccc(Nc2nc(-c3sc(N)nc3C)cs2)c1	-0.5	9	0.9	17	i	10	-1	6	-26	0.8
COc1ccc(C2SCCN2S(=O)(=O)c2ccc(NC(C)=O)cc2)cc1OC (centres undefined)	-0.3	-1	0.4	-7	i	3	-1	-5	-1	2.0
CSc1oc(-c2ccccc2)nc1S(=O)(=O)c1ccc(C)cc1	0.0	-2	3.9	-7	i	6	3	-11	-6	2.5
O=C(NCCc1ccccc1)NC(Cc1ccccc1)C(=O)O (centres undefined)	-0.5	1	-1.8	-5	i	0	-2	-12	1	0.8
O=C(/C=C/c1ccc([N+](=O)[O-])cc1)NC1CC2CCC1C2 (centres undefined)	0.0	0	-2.1	1	i	-22	4	-4	0	3.5
Cc1ccc(N2C(=O)C(O)(C(F)(F)F)C3=C2CC(C)(C)CC3=O)cc1 (centres undefined)	-0.8	2	-0.3	-4	i	-2	-3	2	0	0.0
CC(=O)Nc1ccc(C(=O)Nc2ccncc2)cc1	1.5	4	0.2	-3	i	2	2	-8	-2	-1.5
Cn1nc(-c2ccccc2)cc1NC(=O)c1ccccc1	-0.2	-1	0.1	0	i	-2	-4	0	1	0.0
CCC(Sc1nc2cc3c(cc2c(=O)n1Cc1ccco1)OCO3)C(=O)Nc1cccc(OC)c1 (centres undefined)	0.4	-1	-0.2	9	i	0	1	10	8	-0.1
COc1ccc(C(=O)N2CCC(C)(C(=O)NS(=O)(=O)C3CC3)C2)cc1 (centres undefined)	-0.2	2	-1.2	3	i	-3	-2	.	-3	-1.5
CC(C)C(=O)Nc1cccc(COc2cccc(CN(Cc3ccccc3)C(=O)OC(C)(C)C)c2)c1	-0.2	-5	2.8	-1	i	2	2	-4	-4	0.4
O=C(Nc1ccc(F)c(Cl)c1)N1CCCCCC1	-0.4	1	-0.2	-1	i	2	7	-6	-3	0.9
O=C(CNC(=O)c1ccco1)NNC(=O)c1cccc(Cl)c1	-0.2	0	-1.2	3	i	2	-2	-3	0	1.6
Cn1c(=O)n(C)c2cc([N+](=O)[O-])c(N3CCN(C(=O)c4cccc(Cl)c4)CC3)cc21	0.6	-9	2.6	1	i	-12	2	-5	-2	0.4
Cc1ccc([C@H]2C[C@H](O)[C@@H](n3cc(-c4ccc(F)cc4)nn3)CN2C(=O)C2CCCCC2)cc1	-0.6	-4	1.8	5	i	3	-1	.	-3	-1.6
O=S(=O)(/N=C(\Sc1ccc(Cl)cc1)c1ccccc1)c1ccccc1	-0.5	3	-1.3	0	i	-3	0	-11	4	0.3
CC(=O)Nc1ccc(NC(=O)c2ccc(COc3ccccc3)cc2)cc1	-1.1	-1	0.1	2	i	1	-2	-5	20	-0.1
O=S(=O)(NCC1CCCN(Cc2ccccc2O)C1)c1cccc2cccnc12 (centres undefined)	-0.3	-1	1.0	-12	i	4	-2	-13	1	0.1
CCOc1ccc(/C(C)=N\NC(=O)Cc2ccccc2)cc1	0.1	3	-0.8	-3	i	9	0	0	-2	0.7
COc1cccc(Nc2c(F)c(F)c(F)c(F)c2C(=O)O)c1	-0.5	-5	-0.2	2	i	16	-3	-11	1	0.7
O=C(Nc1ccn(Cc2ccc(F)cc2)n1)c1ccncc1	-0.3	-5	-0.5	-3	i	-1	3	6	-1	0.0
CCn1nc(C)c(NS(=O)(=O)c2ccc(C)cc2)c1C	-0.2	-2	-1.2	-2	i	0	-4	0	1	-1.4
COc1ccccc1NC(=O)c1coc(=O)c(Br)c1	0.0	8	8.2	2	i	1	4	66*	15	3.1
CCOC(=O)c1cnc(SC)nc1Sc1cc(Cl)ccc1Cl	-0.2	-1	1.9	4	i	-3	0	-11	0	-0.5
O=C(NCCO)c1cccc(-c2cccc3nccn23)c1	-0.3	-1	-0.2	-1	i	-4	4	.	3	0.2
CCN(CC)c1ccc(/C=N/NC(=O)c2cnccn2)cc1	-0.7	-15	0.2	-2	i	-18	-1	3	7	3.3
O=C(NC1CCCCC1)C(c1ccc2ncccc2c1)N(Cc1ccc2c(c1)OCO2)C(=O)c1ccc2c(c1)OCCO2 (centres undefined)	-0.4	2	-0.3	13	i	-1	2	-3	-2	-0.2
CNC(=O)Cn1ncc2c3ccccc3n(C)c2c1=O	-0.3	0	-0.9	-4	i	-1	-2	-10	-2	.
CSc1ccccc1C(=O)NCC1CCCO1 (centres undefined)	0.0	0	-2.6	-2	i	3	4	3	2	0.1

A draw from above in order of SMILES length, rising:
SMILES	TbMetRS inhib	CSN inh	LMPTP block	NadD block	Rpn11 inh	SUMO1-SIM PPI	STEP inh	Scp1 inh	DNMT1 inh	MsrA inhibitor
CNC(=O)Cn1ncc2c3ccccc3n(C)c2c1=O	-0.3	0	-0.9	-4	i	-1	-2	-10	-2	.
CCOc1ccc(/C(C)=N\NC(=O)Cc2ccccc2)cc1	0.1	3	-0.8	-3	i	9	0	0	-2	0.7
COc1cccc(Nc2c(F)c(F)c(F)c(F)c2C(=O)O)c1	-0.5	-5	-0.2	2	i	16	-3	-11	1	0.7
O=S(=O)(NCC1CCCN(Cc2ccccc2O)C1)c1cccc2cccnc12 (centres undefined)	-0.3	-1	1.0	-12	i	4	-2	-13	1	0.1
O=C(NC1CCCCC1)C(c1ccc2ncccc2c1)N(Cc1ccc2c(c1)OCO2)C(=O)c1ccc2c(c1)OCCO2 (centres undefined)	-0.4	2	-0.3	13	i	-1	2	-3	-2	-0.2

(more compounds)
SMILES	TbMetRS inhib	CSN inh	LMPTP block	NadD block	Rpn11 inh	SUMO1-SIM PPI	STEP inh	Scp1 inh	DNMT1 inh	MsrA inhibitor
CCOC(=O)c1cc(-c2ccccc2)nn1CC1CC(c2ccc(Cl)cc2)=NO1 (centres undefined)	-0.3	2	0.1	-7	i	-3	0	-11	3	1.2
CC1CCc2ccccc2N1C(=O)c1cccs1 (centres undefined)	-0.3	-7	-0.2	-4	i	2	0	-1	4	-0.5
CCCCCCCCCCCCN1[C@@H](CC(=O)OC)c2cc(F)ccc2S1(=O)=O	-0.5	-2	1.2	13	i	1	5	-8	-4	0.1
COc1cccc(CC2(CO)CCCN(Cc3ccc(OC)c(C)c3OC)C2)c1 (centres undefined)	0.3	-4	0.4	2	i	0	0	-4	0	1.6
COc1cc2c(cc1OC)CN(Cc1cc(=O)n3cc(C)ccc3n1)CC2	-0.4	0	0.5	-2	i	-10	2	-1	-1	1.8
CC(C)COc1ccc(C(=O)NNC(=O)CCC(=O)c2cccs2)cc1	-0.2	4	-1.8	-3	i	4	4	-9	0	-0.3
CN(CCCNC(=O)C1CCC(=O)N1Cc1ccc(F)cc1)c1ccccc1 (centres undefined)	-0.6	6	-0.6	0	i	11	-1	-13	0	0.3
CC(C)c1ccc(OCC(=O)N2CCN(c3ccccn3)CC2)c(Br)c1	0.6	-1	3.7	0	i	-3	2	4	3	-1.7
O=C(Nc1cc(C(=O)N2CCOCC2)ccc1N1CCCC1)c1cccs1	-0.4	-2	-1.8	-5	i	-2	-2	-5	5	1.9
Cc1ccc(N(C(=O)c2ccccn2)C2(C(=O)NC3CCCC3)CCCCC2)cc1	-0.6	3	-1.0	7	i	1	-3	-1	1	0.6
CN(C)Cc1csc(NC(=O)Nc2cccc(Cl)c2)n1	0.2	-2	-0.7	-1	i	0	1	.	-1	0.5
CN(C(=O)Nc1ccc(C(C)(C)C)cc1)C1CCCCC1	0.1	3	-1.8	-5	i	-2	-2	11	6	0.6
CCc1c(C)sc(NC(=O)c2cc(C3CC3)on2)c1C#N	-0.7	9	1.3	-4	i	4	1	-4	4	3.0
CCOc1c2ccc(C(=O)NCc3ccco3)cc2nn1CC	-0.1	5	-0.6	-2	i	5	-2	8	7	0.2
CC(C)n1cc(/C=C2\NC(=O)N(c3cccc(Cl)c3)C2=O)c2ccccc21	-0.3	4	0.4	20	i	-5	-1	-7	-3	0.4
CC(=O)OC1CCC2(C)C(CCC3C4CC=C(C(C)=O)C4(C)OC(=O)CC32)C1 (centres undefined)	0.1	3	-0.4	3	i	6	1	.	1	0.7
O=C(CNC(=O)c1cccc(F)c1)OCC(=O)N1CCCCC1	-0.3	0	-2.6	5	i	-3	2	-1	-1	-0.3
Cc1cc(N2CCCCC2)n2ncc(-c3ccc(Cl)cc3)c2n1	-1.2	-6	1.8	8	i	-4	7	7	2	-0.3
CC(=O)Nc1ccc(C(=O)COC(=O)CCN2C(=O)C3CC=CCC3C2=O)cc1 (centres undefined)	-0.2	-1	-0.7	2	i	6	2	-8	-12	1.2
